# KCNH2 3.1 block: KCNH2 3.1 (human) potassium channel inhibition; 340,000 compounds, 0.95% hits; AID 720553; activity change, % (tested at about 1.8 µM); U2OS KCNH2 3.1, thallium flux FluxOr; stronger effect = lower value;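 active = maximum activity change below -70%; inconclusive = maximum activity change from -70% to -50%; inactive = maximum activity change above -50%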;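 note: thallium influx rate constant from kinetic fluorescence after stimulation buffer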
#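 Kinetic fluorescence (2 min after stimulation buffer) measures Tl+ influx through KCNH2 3.1 expressed by viral transduction in U2OS cells; the rate constant is normalized against DMSO controls serving as positive and negative references.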
# PKM2 activator: increases activity of human pyruvate kinase M2; P14618; purified PKM2, Kinase-Glo ATP luminescence, activation; response scale: 0% is enzyme alone, no compound; Potency, µM (top dose mostly 57.5 µM), for inactives: at the top dose activation, actives largely listed as activators; 260,000 compounds, 0.34% hits; AID 1631; note: potency is the fitted concentration of half-maximal effect; nearly all actives have a fitted effect of over 55% in size
#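 Kinase-Glo luminescence reports ATP generated from ADP (0.1 mM) and PEP (0.5 mM) by purified hPK-M2 after 1 h at room temperature, pH 7.2 imidazole buffer; intermediate enzyme activity allows detecting inhibitors and activators.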
# USP2a inh: USP2a (human) protease inhibition; 330,000 compounds, 0.01% hits; Potency, µM (highest dose often 38.3 µM), for inactives: top-dose activity change, negative = inhibition, usual class: inhibitors; O75604; USP2 core, Ub-CHOP2 coupled fluorogenic reporter, 485/531;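 note: potency is the fitted concentration of half-maximal effect; plate controls were DMSO wells for no effect and full inhibition by NEM control for full effect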
# Target sequence (O75604 whole entry, looked up): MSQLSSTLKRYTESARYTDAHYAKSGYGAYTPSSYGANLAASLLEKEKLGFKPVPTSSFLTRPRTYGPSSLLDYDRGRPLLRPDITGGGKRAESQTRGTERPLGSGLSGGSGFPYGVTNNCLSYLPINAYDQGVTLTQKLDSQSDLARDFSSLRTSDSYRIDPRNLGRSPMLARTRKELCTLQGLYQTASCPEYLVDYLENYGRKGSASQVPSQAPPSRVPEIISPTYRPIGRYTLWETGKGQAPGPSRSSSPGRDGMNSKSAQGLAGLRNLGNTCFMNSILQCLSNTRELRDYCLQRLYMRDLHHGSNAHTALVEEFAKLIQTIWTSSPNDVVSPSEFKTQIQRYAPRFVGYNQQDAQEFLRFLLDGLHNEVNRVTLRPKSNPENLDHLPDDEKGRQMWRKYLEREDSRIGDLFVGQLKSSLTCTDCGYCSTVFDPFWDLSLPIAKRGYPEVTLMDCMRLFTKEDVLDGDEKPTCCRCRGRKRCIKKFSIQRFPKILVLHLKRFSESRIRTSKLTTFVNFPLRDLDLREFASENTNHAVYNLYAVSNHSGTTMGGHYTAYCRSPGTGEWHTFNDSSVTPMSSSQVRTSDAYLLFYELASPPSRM
#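 Deubiquitinase activity read as fluorescence (485/531 nm) after Ub-CHOP2 cleavage activates the enterokinase reporter on its substrate; USP2 core 10nM, Ub-CHOP2 and substrate 25nM each, 30min compound preincubation then 60min RT; data normalized to NEM, curves fitted.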
# B2AR arrestin: recruits beta-arrestin to the human beta2-adrenergic receptor; Potency, µM (series often up to 46.1 µM), for the others: at the highest dose activation, usual class: activators; beta-arrestin recruitment to beta2AR, cell-based reporter; 330,000 compounds, 0.02% hits; P07550; AID 492947;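 note: potency is the fitted concentration of half-maximal effect; 0% = DMSO controls and full agonism = EC100 isoproterenol or metaproterenol; nearly all actives have a fitted effect of over 65% in size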
# BCR signal inh: inhibitors of chronic active B-cell receptor signaling; Potency, µM (top dose mostly 46.1 µM), for the others: at the top dose ratio change, negative = lower green/red ratio, most hits filed as inhibitors; 340,000 compounds, 0.05% hits; ABC-DLBCL IkBa-CBG/CBR reporter, luminescence ratio, 4 h; AID 493014; active = well fitted inhibition curve with a large enough effect in the signal ratio, with a control signal flat, not every such curve was filed as active; inconclusive = small, poorly fitted or top-dose-only effect, or effect the other way, or a change in a side signal; the % refers to the signal ratio;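 note: potency is the fitted concentration of half-maximal effect; plate controls were basal doxycycline-induced cells for no effect and cells given 10 µM MG132 for full effect; MG132 reads +100%, hits lower the ratio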
#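 Cell line TMD8 (human ABC DLBCL), stably expressing tet-inducible CBG68-IkBa fusion and CBR; IMDM/0.5% FBS; cpd up to 46 uM; dox induction, 4 h, 37C/5% CO2; dual luminescence; green/red ratio; MG132 control.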
# GALK inh: inhibitors of human galactokinase. Purified GALK, Kinase-Glo residual ATP luminescence. Potency, µM (highest dose often 57.5 µM), without a hit: at the highest dose activity change, negative = inhibition, hits mostly inhibitors. 270,000 compounds, 0.007% hits; note: potency is the fitted concentration of half-maximal effect
# Target sequence (P51570 whole entry, looked up): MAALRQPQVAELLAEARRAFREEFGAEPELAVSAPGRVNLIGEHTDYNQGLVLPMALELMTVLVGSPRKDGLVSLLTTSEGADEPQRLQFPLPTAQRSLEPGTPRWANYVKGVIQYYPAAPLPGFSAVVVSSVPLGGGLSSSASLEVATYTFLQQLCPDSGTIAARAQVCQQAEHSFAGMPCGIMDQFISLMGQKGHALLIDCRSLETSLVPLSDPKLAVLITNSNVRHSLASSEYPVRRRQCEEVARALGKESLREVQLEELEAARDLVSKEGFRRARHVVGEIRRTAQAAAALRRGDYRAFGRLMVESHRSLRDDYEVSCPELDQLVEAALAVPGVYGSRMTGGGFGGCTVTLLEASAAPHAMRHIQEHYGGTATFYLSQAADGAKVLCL
#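 Compounds were pin-transferred into ATP buffer (35 uM final), then GALK plus galactose (5 nM, 100 uM final) was added. After 1 h at room temperature, Kinase-Glo Plus was added and luminescence read after 10 min.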
# Giardia killer: Giardia lamblia killing; Giardia lamblia trophozoite viability; activity change, % at 7.66 µM, hits read low; 340,000 compounds, 0.15% hits; in the data active = activity change below about -80%; inconclusive = between about -30% and that limit;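 note: parasites exposed to compound for two days anaerobically before the ATP read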
#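 Compounds were tested on trophozoites seeded at 100 cells/well and held 48 hrs at 37 deg C anaerobically. An ATP-based luminescent kit measured the remaining live cells.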
# uPA generation: blocks generation of uPA at the cell surface; AID 540303; cell surface uPA generation assay, qHTS; 330,000 compounds, 0.31% hits; Potency, µM (series often up to 38.3 µM), without a hit: at the top dose activity change, negative = inhibition, most hits filed as inhibitors; active = well fitted inhibition curve with a large enough effect; inconclusive = small, poorly fitted or top-dose-only effect; inactive = no such curve, though single readings can be large or run the other way; tested in mouse RAW 264.7 cells; note: potency is the fitted concentration of half-maximal effect; nearly all actives have a fitted effect of over 55% in size
# hERG WT inh: blocks the wildtype human KCNH2 potassium channel; Q12809; activity change, % at 1.84 µM; 340,000 compounds, 0.37% hits; U2OS, BacMam KCNH2, thallium flux FluxOr; stronger effect = lower value;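 active = maximum activity change below -70%; inconclusive = maximum activity change between -70% and -50%; inactive = maximum activity change above -50%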
#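 U2OS cells were transduced with wild-type KCNH2 virus (2.03 x 10^8 / mL) for 4 h at room temperature, then cultured overnight at 37 C. Thallium flux was read with FluxOr dye. Rate constants were normalized to DMSO controls.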
# FBPA coupling cs: counter-screen for Giardia aldolase inhibitors: coupling enzyme system | coupling enzyme system counterscreen, AmpLite Red fluorescence | activity change, negative = inhibition, % at 58.2 µM, hits read low | 290,000 compounds, 0.67% hits; in the data active = activity change below about -30%
#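 Final compound at 57.5 uM, incubated 10 min at RT with coupling enzyme reagent (glyceraldehyde-3-phosphate), then 20 min with substrate and AmpLite Red detection. Fluorescence read at 525/598 nm; tests interference with the coupling assay, not aldolase inhibition.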
# Eya2 inh: inhibitors of human Eya2 phosphatase activity | O00167 | Potency, µM (doses to about 76.9 µM), without a hit: top-dose activity, negative = inhibition, hits mostly inhibitors | 330,000 compounds, 0.006% hits | recombinant Eya2, OMFP fluorescence dephosphorylation (OMFP is methylfluorescein phosphate); note: potency is the fitted concentration of half-maximal effect
#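 Eya2 (0.2 uM) preincubated 10 min at ambient with compound, then OMFP substrate added at 50 uM; 10 min reaction in 50 mM HEPES pH 7.5, 50 mM NaCl, 5 uM MgCl2, 0.05% BSA, 1 mM DTT. Fluorescence read at Ex 485/Em 525 nm.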
# * hit, by the source's call; i = inactive; ? = inconclusive; · = not tested or not shown; & = joins results of further samples; [ ] = another dose, or the depositor's remark. Unless noted, calls come from the whole dose curve; as a rule, active = well fitted curve in the direction sought with a large enough effect; inconclusive = small, poorly fitted or top-dose-only effect, or another doubt; inactive = no such curve, though single readings can be large; an effect the other way counts as inactive or inconclusive. Unless noted, % is set by controls: 0 for no effect and ±100 for the full control effect.
SMILES,KCNH2 3.1 block,PKM2 activator,USP2a inh,B2AR arrestin,BCR signal inh,GALK inh,Giardia killer,uPA generation,hERG WT inh,FBPA coupling cs,Eya2 inh
COc1ccccc1-n1c(SCC(=O)c2ccc(O)cc2O)nc2cc([N+](=O)[O-])ccc21,0,-2%,-15%,1.0%,?,-3%,-1,0%,5,-21,-3%
CCOCCCNC(=S)Nc1ccc2nc(N3CCOCC3)cc(C)c2c1,19,·,3%,3.7%,-1%,-2%,16,2%,2,-2,-8%
CCOc1ccc(/C=C/C(=O)c2c(O)cc(C)oc2=O)cc1,2,-34%,-29%,-0.6%,3%,0%,6,-5%,-9,2,-5%
COc1ccc(CCNC(=O)C2CCN(c3ccc(N4CCOCC4)nn3)CC2)c(OC)c1,-4,0%,0%,0.1%,-4%,-2%,-15,4%,47,-1,13%
CCn1c(SCC(=O)NNC(=O)c2ccc(OC)cc2)nnc1C(C)C,-1,-11%,0%,-1.1%,-6%,-1%,10,8%,-27,1,1%
CCc1cc(=O)oc2cc(C)cc(OCC(=O)NCC3CCC(C(=O)O)CC3)c12 (stereo unspecified),7,1%,0%,0.3%,0%,·,5,9%,-4,0,-5%
CCOc1cc(S(=O)(=O)Nc2ccccn2)ccc1F,17,3%,2%,-0.1%,0%,-1%,-8,-4%,8,4,16%
CNc1nc(Cl)c(SC)c(N2CCOCC2)n1,-7,16%,0%,0.1%,?,2%,5,-11%,i,1,13%
Cc1ccc(-c2ccc(CCC(=O)O)n2-c2ccc(C(=O)O)cc2)cc1,-2,·,0%,-0.7%,?,3%,-3,-9%,3,12,-8%
CCN1/C(=C2\OC(=S)N(C)C2=O)C=Cc2ccccc21,12,-11%,12%,0.0%,8%,0%,-6,-4%,1,-1,-4%
OC1CCN(c2c3c(nc4cc(-c5ccc(F)cc5)nn24)CCC3)CC1,-14,0%,-1%,0.3%,-1%,-3%,1,2%,5,-4,18%
O=c1nc(NC2CCCC2)ccn1Cc1cccc(Br)c1,2,-6%,1%,-0.5%,8%,-2%,-9,9%,4,2,-2%
CCOC(=O)[C@H]1[C@H]2COc3ccc(C)cc3[C@@H]2N2C(=O)CN(Cc3ccco3)C(=O)[C@@]12C,·,·,2%,3.0%,?,·,-7,4%,·,·,3%
O=C(/C=C/c1ccco1)NCC(=O)N/N=C/c1ccc([N+](=O)[O-])cc1,21,5%,2%,-0.2%,2%,1%,-21,-12%,·,1,7%
Cc1cc(C)nc(Nc2cccc(C(F)(F)F)c2)n1,-3,0%,2%,-0.6%,?,0%,16,21%,-7,4,0%
Cc1ccc(/C=C(\NC(=O)c2ccccc2)C(=O)NC2CCN(Cc3ccccc3)CC2)o1,-13,2%,1%,-0.3%,1%,2%,-9,-8%,31,·,-5%
Cc1ccc(/C=C2\SC(=S)N(CCC(=O)N3CCCCC3)C2=O)cc1,4,·,1%,-0.7%,?,0%,9,-1%,-5,0,-9%
Nc1ccc(Br)c[n+]1Cc1cccc2cccnc12,-5,1%,3%,0.9%,-11%,0%,-3,-3%,29,1,18%
CN(C)c1ccc(-c2cc(O)c3ncccc3c2)cc1,·,·,0%&-4%,-1.0%&0.5%,?,·,15,?,·,·,-1%&-3%
Cc1nc2ccccc2nc1OCc1cccc(Cl)c1,7,0%,3%,-0.3%,-2%,-4%,4,-4%,13,1,-3%
CC(=O)Nc1ccc(N(C(=O)c2ccco2)C(C(=O)NC2CCCC2)c2cccs2)cc1 (stereo unspecified),-2,1%,3%,-0.3%,-23%,1%,-13,2%,-12,0,5%
O=C(c1ccc(Cl)c(Cl)c1)N1CCCC1,3,0%,1%,0.0%,-11%,0%,-2,3%,-3,4,6%
COc1ccc(C(=O)NCC(=O)NCC(=O)OCC(=O)c2cccs2)cc1,5,-3%,4%,0.2%,0%,·,-4,6%,1,4,2%
COc1nc(N(C)S(=O)(=O)c2ccc(C)cc2)nc(C)c1Br,12,6%,-1%,0.2%,5%,3%,1,17%,18,5,-7%
O=C(O)c1ccc(-c2nc(-c3ccccc3)cs2)cc1,9,-2%,3%,0.1%,?,6%,-3,2%,i,13,5%
Nn1c(-c2ccccc2)nc2cc(Cl)ccc2c1=O,21,1%,-1%,-0.8%,6%,·,0,-4%,-6,-1,3%
CCc1cccc(NC(=O)CNC(=O)N2CC(=O)Nc3ccccc32)c1,-16,·,3%,-0.1%,6%,8%,1,9%,-11,1,5%
O=C(c1ccccc1)c1ccc(OC(=O)C2CCCCC2)cc1,-25,-1%[11.5 µM],0%,-0.2%,7%,-3%,7,-23%,-10,-2,-29%
COCCCNC(=O)CN1C(=O)CSc2ncccc21,-6,0%,2%,-0.4%,?,-2%,1,8%,-9,-1,0%
CCOC(=O)C1CCCN(C(=O)COC(=O)c2cccs2)C1 (stereo unspecified),7,·,3%,0.2%,0%,·,-21,3%,4,·,-18%
CN(C)CCNC(=O)c1ccc2c(=O)n(Cc3ccc(Cl)cc3)c(=S)[nH]c2c1,-8,·,2%,-1.0%,2%,·,9,-5%,-9,-1,-23%
CCOC(=O)c1cccc(N/C=C/C(=O)c2ccc(OC)c(OC)c2)c1,-1,4%,0%,-0.8%,?,-4%,-8,-4%,1,0,-2%
CC(C)c1ccc(S(=O)(=O)Nc2ccc(O)c(Sc3ncn[nH]3)c2)cc1,-3,·,3%,0.1%,4%,-9%,-2,2%,4,·,3%
CC(C)(C)OC(=O)N1CCCN(C(=O)Nc2ccc(OC(F)(F)F)cc2)CC1,-1,·,2%,-0.4%,-4%,0%,5,-3%,-11,-1,-7%
CC(C)[C@@H]1NC(=O)c2cc([N+](=O)[O-])cc(I)c2OCC[C@@H](C(N)=O)NC(=O)[C@H](CCC(=O)O)NC1=O,9,-6%,1%,-0.9%,4%,·,-22,7%,-5,22,0%
CSCCC(NC(=O)c1ccco1)C(=O)N1CCCC(C(F)(F)F)C1 (stereo unspecified),6,·,0%,-0.2%,?,·,3,-11%,0,·,-1%
Cc1ccc(C(=O)NC2CCN(C(=O)N3CCOCC3)CC2)cc1,-6,-5%,-1%,-0.2%,6%,-3%,-12,2%,1,-3,-8%
CC(C)CNC(=S)N1CCC(Cc2ccccc2)CC1,0,-5%,0%,-0.1%,-1%,4%,0,-3%,26,6,3%
O/N=C/c1ccn(-c2ccc(Br)cc2)c1,-6,-4%,4%,-0.2%,?,3%,-22,-16%,6,1,-17%
COc1ccc(NC(=O)CSc2nnc(C3CCCCC3)n2N)cc1OC,4,-4%[0.46 µM],0%,0.0%,?,7%,-20,10%,0,0,-11%

# In a second layout: 2 of the compounds above
# Values run as follows: KCNH2 3.1 block	PKM2 activator	USP2a inh	B2AR arrestin	BCR signal inh	GALK inh	Giardia killer	uPA generation	hERG WT inh	FBPA coupling cs	Eya2 inh
O=C(/C=C/c1ccco1)NCC(=O)N/N=C/c1ccc([N+](=O)[O-])cc1
→ 21	5%	2%	-0.2%	2%	1%	-21	-12%	·	1	7%
CCc1cccc(NC(=O)CNC(=O)N2CC(=O)Nc3ccccc32)c1
→ -16	·	3%	-0.1%	6%	8%	1	9%	-11	1	5%

# Carrying on:
SMILES,KCNH2 3.1 block,PKM2 activator,USP2a inh,B2AR arrestin,BCR signal inh,GALK inh,Giardia killer,uPA generation,hERG WT inh,FBPA coupling cs,Eya2 inh
Cc1ccc(C(=O)NNC(=S)NC(=O)c2ccc(Cl)cc2Cl)cc1,10,4%,2%,-0.8%,?,-1%,8,-4%,-22,1,-18%
Cc1ccc(CNC(=S)N(C)C)cc1,18,-5%,3%,-0.4%,1%,5%,37[activator],4%,3,6,0%
CCN1CCCC1CN(Cc1cc2ccc(C)cc2[nH]c1=O)C(=S)Nc1ccc(F)cc1 (stereo unspecified),-85*,4%,0%,-0.1%,?,1%,9,9%,-71*,-2,0%
NC(=O)Cn1c(=O)n(CCC(=O)Nc2ccc(F)cc2)c(=O)c2sccc21,6,·,3%,-0.1%,-8%,-4%,-4,6%,-8,1,3%
Cc1c(NC(=O)CN2C(=O)NC(C)(c3ccccc3)C2=O)c(=O)n(-c2ccccc2)n1C (stereo unspecified),-2,-2%,4%,-0.5%,?,-2%,2,8%,1,3,3%
O=C(CCn1c(=O)[nH]c2ccsc2c1=O)N(CCc1ccccc1)Cc1ccccc1,-26,3%,1%,0.4%,18%,0%,-25,0%,-1,-1,-5%
O=[N+]([O-])c1ccccc1SNc1ccccn1,-6,-1%,3%,-1.4%,-5%,2%,5,3%,-1,0,-2%
COc1ccc(C)cc1S(=O)(=O)N(C)CC(=O)N1CCN(c2ccccc2)CC1,12,1%,-1%,-0.1%,1%,-2%,21,-1%,21,2,-2%
COc1ccccc1C(=O)Nc1cccc2cccnc12,23,-1%,3%,0.4%,-9%,0%,1,-6%,-20,0,-4%
